MT1-MMP act inh – blockers of MT1-MMP proenzyme processing, primary screen, HT1080 RFP-PRO-GFP cells, GFP/RFP fluorescence. GFP/RFP ratio change, % at 20 µM. GFP/RFP ratio fluorescence, overnight; percent of plate control window, DMSO zero. 0.061% of 360,000 active. Matrix metalloproteinase-14 (Homo sapiens), P50281;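 active = GFP/RFP ratio change of at least 30% with cell ATP level not reduced by more than half and red fluorescence within 50% of control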; note: strong numbers were not always called active
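system = RFP-PRO-GFP reporter HT1080 cells | dosing = 20 µM single dose, 1% DMSO | timing = overnight cell settling, then overnight compound exposure, 37 °C, 5% CO2 | read-out basis = GFP/RFP fluorescence ratio | controls = DMSO and RFP-L50D-GFP cell wells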
Rin1-Abl PPI inh – inhibitors of Rin1-Abl protein binding, primary screen, biochemical, TR-FRET; AID 588664, 2011; Tyrosine-protein kinase ABL1 (Homo sapiens) + Ras and Rab interactor 1 (Homo sapiens), …; 0.4% of 360,000 active; inhibition, % at 7.35 µM; in the data active = inhibition above about 5%, passing the limit was not always enough
PABP1 MLLE inh – inhibitors of PABP1 MLLE–PAM2 peptide binding, primary screen, biochemical, fluorescence polarization, FITC-PAM2, GST-MLLE; inhibition, % at 20 µM; 0.36% of 360,000 active; AID 588489, 2011; in the data active = inhibition above about 35%, passing the limit was not always enough;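 note: plate controls were DMSO wells with GST-MLLE for no effect and wells lacking GST-MLLE protein for full effect; some results filed as inactive read as strong as hits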
eLon inh – inhibitors of E. coli Lon protease, primary screen, biochemical, fluorescence polarization | P0A9M0 | purified E. coli Lon protease | inhibition, % at 7.94 µM | 0.42% of 360,000 active | AID 602123, 2011; in the data active = inhibition above about 13%, passing the limit was not always enough;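 note: 0% = enzyme with probe and DMSO and 100% = no enzyme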
MsrA inh – bovine MsrA enzyme inhibitors, primary screen, biochemical, absorbance, HTS; Methionine sulfoxide reductase A (Bos taurus); purified bovine MsrA, absorbance read-out; inhibition, % at 15.5 µM; 0.75% of 360,000 active; AID 651718, 2012; in the data active = inhibition above about 4.5%;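 note: 0% = vehicle wells with enzyme and 100% = reference inhibitor wells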
MsrA act – bovine MsrA enzyme activators, primary screen, biochemical, absorbance, HTS; 0.3% of 360,000 active; AID 602163, 2012; activation, % at 10.6 µM; purified bovine MsrA, absorbance read-out; in the data active = activation above about 7.5%;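 note: 0% = vehicle and 100% = reference activator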
FAS-TE inh – FAS thioesterase domain inhibitors, primary screen, biochemical, fluorescence intensity, uHTS; recombinant FAS-TE, OMFH fluorogenic substrate, fluorescence endpoint; 0.67% of 360,000 active; inhibition, % at 15 µM;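 active = compounds whose normalised, plate-corrected inhibition of enzyme fluorescence in the single-dose primary screen is 50% or more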;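 note: 0% = DMSO with enzyme and 100% = substrate without enzyme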
Rpn11 inh – Rpn11 (PSMD14) deubiquitinase inhibitors, primary screen, biochemical, fluorescence polarization, uHTS. human 26S proteasome, Ub4-pepOG fluorescence polarization; 20S core pre-blocked with epoxomicin. calls only at 20 µM. 0.59% of 360,000 active. AID 588493, 2011;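 active = inhibition at 20 µM, scaled to each plate's controls, above about 33%, limit read from the data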
Target sequence (O00487 whole entry, looked up): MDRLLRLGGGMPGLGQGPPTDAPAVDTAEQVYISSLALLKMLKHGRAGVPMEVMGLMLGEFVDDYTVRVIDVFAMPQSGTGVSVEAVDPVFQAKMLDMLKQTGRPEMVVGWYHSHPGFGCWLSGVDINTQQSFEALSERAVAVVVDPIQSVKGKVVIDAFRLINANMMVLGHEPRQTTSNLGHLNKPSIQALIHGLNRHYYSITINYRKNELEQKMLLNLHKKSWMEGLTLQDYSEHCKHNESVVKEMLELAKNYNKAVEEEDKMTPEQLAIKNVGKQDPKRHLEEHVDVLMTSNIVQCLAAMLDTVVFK
CSN deneddyl inh – inhibitors of CSN-mediated cullin deneddylation, primary screen, biochemical, fluorescence polarization, uHTS. COP9 signalosome complex subunit 5 (Homo sapiens), Q92905. Purified CSN, SCF-Nedd8-OG deneddylation. inhibition, % at 12.5 µM. 0.38% of 360,000 active. AID 651999, 2013;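 active = pattern-corrected inhibition above about 35%, with an unprinted fluorescence ratio check between 0.5 and 1.5, limit read from the data, passing the limit was not always enough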;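 note: 0% = enzyme with substrate and 100% = substrate without enzyme; some results filed as inactive read as strong as hits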
Target sequence (Q92905 whole entry, looked up, one chain of several): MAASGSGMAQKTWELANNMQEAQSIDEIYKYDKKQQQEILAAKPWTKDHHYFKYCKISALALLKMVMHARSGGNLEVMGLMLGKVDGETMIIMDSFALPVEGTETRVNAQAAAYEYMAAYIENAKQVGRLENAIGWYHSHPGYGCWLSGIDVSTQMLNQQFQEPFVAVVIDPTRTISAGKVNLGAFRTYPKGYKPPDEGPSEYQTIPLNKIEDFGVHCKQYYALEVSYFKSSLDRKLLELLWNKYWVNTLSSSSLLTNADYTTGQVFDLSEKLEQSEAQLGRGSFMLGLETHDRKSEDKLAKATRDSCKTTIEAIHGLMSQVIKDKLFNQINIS
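Assay system: Purified human Csn5 enzyme expressed in HEK293T cells | Amount: Enzyme 0.24 nM | Measured by: Fluorescence polarization readout | Medium: Tris/NaCl/DTT buffer, pH 7.5 | Compound dosing: One concentration, 12.5 µM, 0.25% DMSO | Times: 90 min incubation of compound, enzyme and substrate at room temperature | Control set: no-enzyme wells high, enzyme-with-substrate wells low | Read-out: % inhibition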
Starred values were filed as active, the others as inactive; i = inactive; nt = no result given.

SMILES	MT1-MMP act inh	Rin1-Abl PPI inh	PABP1 MLLE inh	eLon inh	MsrA inh	MsrA act	FAS-TE inh	Rpn11 inh	CSN deneddyl inh
Cc1ccc(Cn2nc(C)cc2C(=O)Nc2ccccc2Cl)cc1	-3	3	-6	0	0.0	2	10	i	1
CC(=O)c1ccc(NC(=O)c2noc3c2CCCCC3)cc1	1	-1	-7	-2	-0.7	-8	1	i	1
CCOC(=O)Cc1csc(NS(=O)(=O)c2ccc(NC(C)=O)cc2)n1	-3	0	10	0	-0.3	-1	-4	i	3
Cc1c(CCC(=O)O)c(=O)oc2cc3occ(C(C)(C)C)c3cc12	4	-1	3	6	0.2	-6	-4	i	0
COc1cc2c(cc1OC)C(COc1ccc(C(C)C)cc1)NCC2 (stereo not given)	-4	-3	22	5	0.2	-2	-5	i	2
Cc1ccc(C)c(OCCn2cc(/C=C(\C#N)C(=O)NCc3ccco3)c3ccccc32)c1	3	-1	-12	3	-0.5	-3	13	i	-1
O=C(CNC(=O)c1ccco1)OCC(=O)c1cccc2ccccc12	2	4	-3	-7	0.0	0	-2	i	-4
COc1ccc(C2CC(=O)C(C=NCCCO)=C(O)C2)cc1 (stereo not given)	-13	-2	47	44*	-0.1	-1	-11	i	-6
COc1ccc(/C=N/NC(=O)c2cccnc2)c(C(=O)O)c1OC	-2	-2	6	-4	4.4	0	-5	i	0
Cc1ccc(CN(CC(=O)NCC2CCCO2)S(=O)(=O)c2ccc(C)cc2)cc1 (stereo not given)	-1	3	-4	3	-0.4	-2	-4	i	1
OCC[C@@H]1C[C@H](O)[C@@H](O)[C@@]2(CCc3ccccc3CO2)O1	0	5	-3	-3	0.0	-15	-4	i	4
CC(=O)NS(=O)(=O)c1ccc(NC(=O)c2ccc(NC(=O)c3cccs3)cc2)cc1	-1	-2	3	-7	1.7	-5	-5	i	-4
C[C@H](NC(=O)C1CCN(S(=O)(=O)c2ccccc2)CC1)C(=O)NCc1cccnc1	2	-4	13	-16	1.1	-7	-9	i	-4
CCOc1ncccc1C(=O)OCC(=O)c1cccs1	1	1	12	6	1.7	-1	-4	i	0
Cc1cc(NC(=O)c2c(Cl)cnn2C)no1	-2	3	-6	-6	-0.5	-2	-6	i	-1
CN1CCN(C2CCN(c3cccc(Cl)c3)CC2)CC1CCO (stereo not given)	-1	0	4	-12	-0.8	-1	-5	i	-5
CCCOc1cccc(-c2nnc(N)s2)c1	0	-3	14	-2	-0.1	-2	-5	i	-3
Cc1cc(C(=O)Nc2cccc(C)c2C)n(-c2ccccc2)n1	-6	2	4	-1	-1.9	-1	-2	i	-4
O=C(Nc1nnc(SCc2ccccn2)s1)C1CC(=O)N(c2ccccc2)C1 (stereo not given)	0	-1	-9	14	-0.1	-5	-12	i	2
COc1ccc2nc(-c3cccc(N)c3)[nH]c2c1	8	-5	-12	13	1.1	-3	-8	i	2
COc1ccc(C2CC(=O)N(CC(=O)NCC3CCCO3)c3ccccc3S2)cc1OC (stereo not given)	2	0	-12	2	-0.9	-2	-3	i	-2
CCN(C(=O)CSc1nc2ccccc2[nH]1)C1CCS(=O)(=O)C1 (stereo not given)	-1	2	-7	-7	0.2	0	-6	i	4
O=C(c1ccccc1)C(c1ccccc1)c1ccccc1	1	-4	-13	-2	1.7	-3	26	i	-1
CNC(=O)NC(=O)CSc1ncc(C(F)(F)F)cc1Cl	0	6	-2	-11	-0.6	2	-8	i	2
CCOc1ccc(C(c2c(C)n(C)n(-c3ccccc3)c2=O)c2c(C)n(C)n(-c3ccccc3)c2=O)c(O)c1	-1	0	-5	11	0.8	-5	-4	i	4
Cc1cc(C)c(OCC(=O)OCC(=O)NC2CCCCCCC2)c(C)c1	4	5	2	11	-0.4	-9	-3	i	-3
CCOC(=O)N1CCC2(CC1)C(C#N)=C(N)Oc1c2c(C)nn1-c1cccc(Cl)c1	-1	0	14	-3	0.5	-4	1	i	-5
Cc1ccc(S(=O)(=O)NC(N)=NCCc2ccccc2)cc1C	1	-6	6	-1	-0.2	-7	1	i	-12
N/C(=N\N=C/c1ccc(Br)cc1)N/N=C\c1ccc(Br)cc1	6	-3	-24	2	-0.7	0	-28	i	-7
COC(=O)CNC(=O)c1ccc(NS(=O)(=O)c2cc([N+](=O)[O-])ccc2Cl)cc1	1	5	-5	-2	-0.2	2	-3	i	5
Cc1ccccc1Nc1nc(N)nc(COC(=O)c2nn(C)c(=O)c3ccccc23)n1	6	-2	0	1	0.0	-1	-7	i	3
O=C(Nc1ccc(-c2nc3cccnc3s2)cc1)c1cccnc1Cl	-7	-8	7	2	2.9	-3	-2	i	-4
CC(C)=CCCC(C)CN1CCC(n2nccc2NC(=O)C2CCCC2)CC1 (stereo not given)	0	1	17	-8	-0.2	-1	3	i	-2
O=C(O)CCSCCCN1C(=O)c2cccc3cccc(c23)C1=O	1	1	-5	-10	4.3	-5	-11	i	4
CCCCC(=O)Nc1nnc(S(=O)(=O)N2CCCc3ccccc32)s1	0	-1	-10	2	0.3	0	-2	i	-1
COc1cc(NS(=O)(=O)c2ccc(NC(=O)c3ccc(F)cc3)cc2)ncn1	3	-4	2	-6	0.3	1	-5	i	0
CCOC(=O)CC1C(=O)NCCN1C(=O)COc1ccc(C(C)(C)C)cc1 (stereo not given)	2	1	6	-13	0.1	-1	1	i	2
CC1(C(=O)NS(=O)(=O)c2ccc(Cl)cc2)CCN1C(=O)Cc1ccc(Cl)cc1Cl (stereo not given)	-3	4	-11	-3	0.9	-4	12	i	1
Cc1nccn1CCCNC(=O)CC1C(=O)NCCN1Cc1ccc(F)cc1Cl (stereo not given)	4	-1	10	3	0.0	-8	0	i	-1
COc1ccc(C(=O)CC(=O)C(=O)Nc2cc(Cl)c(OC)cc2OC)cc1	-1	-4	18	-2	-0.3	-4	2	i	2
CCOC(=O)C1=CCN(S(=O)(=O)c2ccc(C)cc2)C1c1ccc(C)cc1 (stereo not given)	3	3	10	1	-1.0	-1	13	i	2
CN(C)S(=O)(=O)N1CCCC(C(=O)c2ccc(-c3ccccc3)cc2)C1 (stereo not given)	2	3	0	0	-0.6	-2	16	i	6
CCCCn1c(C)cc2cc(O)ccc21	-7	-1	-13	-14	0.1	-7	-11	i	7
C[C@@H]1COC(=O)[C@H](CC(=O)OC(C)(C)C)C/C=C\C[C@@H](CC(=O)N[C@H](CO)Cc2ccccc2)C(=O)N1	-1	4	8	-3	0.6	-5	-16	i	-1
O=C(NNC(=O)c1cc(Br)c(Br)s1)c1csc(N2CCOCC2)n1	-1	3	4	1	0.2	-3	-2	i	5
CCn1cc(C(=O)NCCCN(CC(C)C)CC(C)C)c(=O)c2cc(S(=O)(=O)N(C)C3CCCCC3)ccc21	1	-3	-2	-4	0.8	-1	13	i	3
Oc1ccc(/C=N/Nc2nccnc2Cl)c(O)c1	-6	1	3	-4	5.1*	-8	-4	i	-3
Cc1ccc(C)c(NC(=O)c2cc(-c3cccnc3)nc3ccccc23)c1	3	1	-6	9	-1.0	-3	-5	i	-3
c1csc(-c2ccc3ccccc3n2)c1	-5	-5	2	-5	1.3	-3	5	i	2
COc1ccc(OC)c(S(=O)(=O)N2CCC(C(=O)NCc3cccnc3)CC2)c1	1	-2	0	-1	-0.1	-4	-3	i	-1
CCOC(=O)c1c(S(=O)(=O)NCc2ccc(OC)cc2)c(C)n(C)c1C	4	1	3	-7	-0.5	-3	0	i	0
O=C(OCC(=O)N1CCCC1=O)c1ccc(O)cc1O	0	2	13	-16	0.1	-2	-6	i	-2
Cc1ccc(OCC(=O)NNC(=O)c2ccc(F)c(S(=O)(=O)N3CCOCC3)c2)cc1C	5	-1	9	-7	-0.5	-1	-6	i	4
CCOC(=O)C1CCCN(CCc2ccccc2)C1 (stereo not given)	1	-1	-8	3	-0.1	-4	-4	i	1
COCCCNC(=S)N(CCO)Cc1cc2cc3c(cc2[nH]c1=O)OCO3	-3	1	28	-6	2.1	-3	-5	i	4
CCCCc1c(C)c(C#N)c2nc3ccccc3n2c1Nc1c(C)n(C)n(-c2ccccc2)c1=O	-3	-5	-4	-5	-0.5	0	8	i	0

The listing continues:
SMILES	MT1-MMP act inh	Rin1-Abl PPI inh	PABP1 MLLE inh	eLon inh	MsrA inh	MsrA act	FAS-TE inh	Rpn11 inh	CSN deneddyl inh
COCC(C)NC(=O)c1ccccc1[N+](=O)[O-] (stereo not given)	-1	1	8	-8	-1.0	-3	-7	i	-6
CC(C)CNS(=O)(=O)c1ccc(CC(C)C)cc1	2	2	-4	5	-1.4	-2	9	i	-11
NC(=O)N(N)c1nc(N2CCCC2)nc(N2CCCC2)n1	-4	-1	8	12	-1.4	-7	-5	i	2
CCn1c(=NC(=O)CSC(C)=O)sc2ccccc21	nt	-4	35	-10	1.6	-15	-4	i	-3
O=C(Nc1ccon1)c1ccc(Cl)c(S(=O)(=O)N2CCCCC2)c1	0	-2	-10	4	-0.6	-4	-1	i	-1
Cc1c(C(=O)NCCCN2CCCC2=O)oc2ccccc12	2	3	-7	13	-1.0	1	-7	i	1
CCCCCCCCCCS(=O)(=O)N/N=C/c1ccc([N+](=O)[O-])cc1	0	0	4	-4	0.3	-3	42	i	5
O=S(=O)(Nc1nc(CN2CCOCC2)nc2sc3c(c12)CCCC3)c1cc(F)ccc1F	-2	3	-7	0	0.4	2	2	i	3
Cn1nnc(NC(=O)C(c2ccccc2)c2ccccc2)n1	1	-2	8	13	0.1	-14	-9	i	-1
COc1ccc(S(=O)(=O)N2CCCC2C(=O)NCC(=O)Nc2cccc(Cl)c2C)cc1 (stereo not given)	2	3	-6	3	-0.1	1	1	i	3
CS(=O)(=O)c1ccccc1C(=O)N(CCC1=CCCCC1)c1c(N)n(Cc2ccccc2)c(=O)[nH]c1=O	-11	6	-8	-12	-0.7	-2	2	i	0
O=C(COC(=O)/C=C/c1ccccc1)Nc1cccnc1Cl	1	-2	-11	-4	-0.4	-3	-2	i	6

Molecules from the list above that contain bromine:
SMILES	MT1-MMP act inh	Rin1-Abl PPI inh	PABP1 MLLE inh	eLon inh	MsrA inh	MsrA act	FAS-TE inh	Rpn11 inh	CSN deneddyl inh
N/C(=N\N=C/c1ccc(Br)cc1)N/N=C\c1ccc(Br)cc1	6	-3	-24	2	-0.7	0	-28	i	-7
O=C(NNC(=O)c1cc(Br)c(Br)s1)c1csc(N2CCOCC2)n1	-1	3	4	1	0.2	-3	-2	i	5
